Compound activity (PubChem)
NadD block: inhibitors of Staphylococcus aureus NadD | purified NadD enzyme, colorimetric absorbance read-out | AID 602399 | 360,000 tested, 0.78% active | inhibition, % at 20 µM; in the data active = inhibition above about 26%; note: some compounds past the cut are filed as inactive
Scp-1 inhibitor: Scp-1 (human) phosphatase inhibition. Q9GZU7. 340,000 tested, 0.88% active. inhibition, % at 20 µM. AID 493091. Recombinant Scp1, phosphopeptide, malachite green phosphate absorbance;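 active = inhibition above about 50% at 20 µM, limit read from the data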;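 note: plate controls were DMSO wells with enzyme for no effect and wells lacking enzyme for full effect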
Target sequence (Q9GZU7 76-261 limits assumed): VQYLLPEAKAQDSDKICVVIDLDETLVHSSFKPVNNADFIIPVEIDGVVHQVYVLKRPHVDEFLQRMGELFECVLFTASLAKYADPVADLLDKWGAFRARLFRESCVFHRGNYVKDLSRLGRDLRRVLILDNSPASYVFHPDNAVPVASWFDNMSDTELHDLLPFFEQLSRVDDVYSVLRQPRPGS
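Test system – truncated SCP-1 phosphatase (76-261aa) · Reagent – Phosphorylated 17-residue peptide substrate · Incubation – 45 min room-temperature reaction, 5 min colour, 30 min stabiliser · Detection – colorimetric phosphate reagent with accelerator and stabiliser, absorbance at 630 nm · Measure – % inhibition at 20 µM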
DNMT1 inh: inhibitors of human DNMT1; DNMT1 molecular beacon, Hinp1I cleavage, fluorescence; P26358; inhibition (reported as % activation of signal), % at 10 µM; 360,000 tested, 0.83% active; in the data active = inhibition above about 50%
SKN-1 block: inhibitors of C. elegans SKN-1 | C. elegans VP596 Pgst-4::GFP/RFP ratio, acrylamide-induced, 24 h | inhibition, % at 21.8 µM | 360,000 tested, 0.49% active;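 active = interference check ratio from 0.5 to 1.5 plus GFP to RFP signal ratio inhibition reaching or exceeding a fixed threshold, cut at about 30% in these data, passing the limit was not always enough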; note: some compounds called inactive have numbers as strong as hits
NRP1-CendR mod: modulators of CendR peptide binding to human neuropilin-1; 360,000 tested, 0.85% active; FAM-RPARPAR peptide binding to NRP-1, fluorescence polarization; inhibition, % at 25 µM; O14786;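 active = inhibition or corrected inhibition above about 18%, plus a signal ratio from 0.5 to 1.5, limit read from the data, passing the limit was not always enough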; note: strong numbers were not always called active
STEP inh: STEP (human) phosphatase inhibition. P54829. recombinant STEP, OMFP fluorogenic substrate, fluorescence. inhibition, % at 20 µM. 360,000 tested, 0.25% active. AID 588621;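 active = inhibition at 20 µM, scaled per plate between control wells, above about 37%, limit read from the data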;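 note: 0% = DMSO with enzyme and substrate and 100% = substrate only without enzyme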
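material = STEP tyrosine phosphatase | reagent = fluorogenic phosphatase substrate OMFP at 25 µM final | doses = single compound dose of 20 µM, 1% DMSO final | schedule = 20 min reaction, room temperature, in the dark | measured by = fluorescence, 480/540 nm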
LMPTP inh: LMPTP (human) inhibition; P24666; recombinant LMPTP-A, OMFP fluorogenic substrate, fluorescence intensity; inhibition, % at 20 µM; 360,000 tested, 0.22% active;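 active = compounds that cut the enzyme signal by at least half of the control window in the single-dose screen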;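 note: plate controls were DMSO wells with enzyme plus substrate for no effect and substrate without enzyme for full effect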
Target sequence (P24666 whole entry, looked up): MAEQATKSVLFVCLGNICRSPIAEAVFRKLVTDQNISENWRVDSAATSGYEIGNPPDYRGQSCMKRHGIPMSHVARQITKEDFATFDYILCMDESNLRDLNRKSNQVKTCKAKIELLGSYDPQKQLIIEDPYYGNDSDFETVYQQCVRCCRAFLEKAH
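Test system – LMPTP-A phosphatase enzyme · Quantity – 0.625 nM LMPTP-A final · Reagent – OMFP substrate, 400 µM final · Dosing – one test concentration per compound, 20 µM, with 3% DMSO overall · Timing – 50 min enzyme reaction at room temperature, protected from light · Detection – fluorescence intensity · Controls – substrate-only low control, DMSO enzyme-plus-substrate high control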
Tb MetRS inh: blocks T. brucei methionyl-tRNA synthetase activity; purified T. brucei MetRS, ATP depletion, Kinase-Glo luminescence; 360,000 tested, 0.4% active; inhibition, % at 11.9 µM;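 active = inhibition above a per-plate cutoff of the control wells' mean inhibition plus 3 SD, cut at about 5.5% in these data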;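 note: 0% = DMSO wells median and 100% = median of wells with control inhibitor compound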
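Dosing: 11.9 µM compound single dose, 0.9% DMSO; Assay system: purified T. brucei MetRS enzyme; Measured by: Kinase-Glo luciferase luminescence reporting remaining unconsumed ATP; Schedule: 15 min plus 2 h at 25 °C.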
Neddyl block: inhibitors of human cullin neddylation; P61081+Q13564; TR-FRET cullin neddylation, biochemical; calls only at 25 µM; 360,000 tested, 0.58% active; in the data active = inhibition above about 36%
SUMO1 PPI mod: alters human SUMO1 binding to SIM partners; 360,000 tested, 0.33% active; inhibition, % at 20 µM; SUMO1 binding to a labelled peptide, TR-FRET, 1 h; P63165; in the data active = inhibition above about 37%
Target sequence (P63165 whole entry, looked up): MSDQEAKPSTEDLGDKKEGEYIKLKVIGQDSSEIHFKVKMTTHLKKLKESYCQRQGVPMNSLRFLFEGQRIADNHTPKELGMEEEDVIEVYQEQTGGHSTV
The depositor's hits bear a star; i = inactive; / = not tested or not shown; + = active, no number.

entry	NadD block	Scp-1 inhibitor	DNMT1 inh	SKN-1 block	NRP1-CendR mod	STEP inh	LMPTP inh	Tb MetRS inh	Neddyl block	SUMO1 PPI mod	SMILES
1	34*	/	-21	17	-3	0	2.7	-0.1	i	-167	NC(Cc1ccc(C(F)(F)F)cc1)c1csc(NC(=O)Nc2ccccc2Oc2ccccc2)n1 (centres undefined)
2	1	-1	0	5	10	-1	0.4	0.4	i	-11	CCN(CC)S(=O)(=O)c1ccc(OCC(=O)NC2CCS(=O)(=O)C2)c([N+](=O)[O-])c1 (centres undefined)
3	-5	-11	-1	-11	12	6	2.5	-0.4	i	-2	CC1=CCC2C(=O)N(c3ccc(OC(=O)c4ccco4)cc3)C(=O)C2C1 (centres undefined)
4	-3	-14	3	11	-7	-4	0.7	0.8	i	2	O=C(Cc1ccc(Cl)cc1Cl)Nc1ccc(OC(F)F)c(Cl)c1
5	0	-10	2	14	-6	-2	-0.2	-0.2	i	3	Cc1ccc(S(=O)(=O)CC(=O)NCc2ccccc2)cc1
6	-2	/	6	8	3	-2	-1.3	0.5	i	-1	C[C@H]1CN([C@@H](C)CO)C(=O)CCCn2nncc2CO[C@H]1CN(C)S(=O)(=O)c1ccccc1
7	20	-4	9	11	-73	-1	9.3	-1.3	i	29	CCc1nnc(NS(=O)(=O)c2ccc(NC(=S)NC(=O)/C=C/c3cccs3)cc2)s1
8	-4	49	-2	2	9	2	-0.4	-1.7	i	-13	C=CCNCCCCOc1cccc(Br)c1
9	0	/	-3	-3	-8	1	-1.0	-1.0	i	-1	COCC#Cc1ccc2c(c1)O[C@@H](CN(C)S(=O)(=O)c1cccc(F)c1)[C@@H](C)CN([C@H](C)CO)S2(=O)=O
10	2	-6	1	5	-6	0	-3.6	1.4	i	1	O=C(NCc1ccncc1)Nc1cc(Cl)ccc1Cl
11	-2	-9	-4	-4	-6	1	0.7	-0.4	i	-5	OC(c1ccc(Cl)cc1)c1nnc(-c2ccccc2)o1 (centres undefined)
12	6	5	1	-2	-1	0	-0.5	-0.3	i	2	COc1ccc(C(=O)NC(=S)NNC(=O)CCc2ccccc2)cc1
13	-1	1	2	1	-5	-1	1.1	-0.1	i	0	CCCc1noc2c1/C(=N\O)CC(c1ccccc1)C2 (centres undefined)
14	-4	-7	0	7	-13	-1	-0.7	-0.3	i	-7	O=C(O)CNC(=O)CCn1nnc2ccccc2c1=O
15	2	-12	-11	31	-7	-1	6.7	0.0	/	-1	CC[C@@H]1C(c2ccc(F)cc2)=NN(c2ccc(Br)cc2)[C@H]1C(=O)N1CCOC1=O
16	-3	/	0	-9	-2	-1	-1.8	-0.4	i	3	CC(=O)Nc1cccc(-c2ccnc3c2CC(C)(C(=O)NCCc2ccccc2)O3)c1 (centres undefined)
17	-3	57*	3	5	-5	-2	0.0	-0.6	i	7	O=C(NNC(=O)c1ccccc1F)c1ccc(Cl)c(S(=O)(=O)N2CCOCC2)c1
18	-1	-5	-3	-4	10	-1	-0.7	-0.2	i	0	Cc1cccc(C(=O)NNC(=O)C2CCN(C(=O)OC(C)(C)C)CC2)c1
19	-1	-13	-4	6	1	0	-0.5	-0.2	i	-10	COc1ccc(C(NC(C)=O)c2cc(Cl)c3cccnc3c2O)cc1OC (centres undefined)
20	-4	-15	0	5	13	-3	1.1	-0.2	i	0	CCN1CCN(c2ccc(NC(=O)c3ccc(OC)c(S(=O)(=O)N4CCCC4)c3)cc2)CC1
21	-5	-8	0	2	-5	0	0.1	-0.5	i	-30	O=C1OCC(c2ccc(Cl)s2)=C1c1ccccc1[N+](=O)[O-]
22	-4	2	-4	3	-18	4	-0.9	0.0	i	1	COc1ccc(C(=O)Nc2ccc(F)cc2F)cc1
23	2	-4	6	8	13	0	4.6	0.0	i	5	O=C(COc1ccc(Cl)cc1Cl)NNC(=S)Nc1ccc(F)cc1
24	0	-10	3	14	-5	2	-1.2	-0.3	i	5	NC1=NC(c2ccccc2)CC(=O)N1 (centres undefined)
25	-3	-9	-4	-1	1	0	-0.9	-0.5	i	-27	COc1cc(NC(=O)C2CCCN(S(=O)(=O)c3cccc4nsnc34)C2)cc(OC)c1 (centres undefined)

Printed as active in Scp-1 inhibitor (from the list above):
entry	NadD block	Scp-1 inhibitor	DNMT1 inh	SKN-1 block	NRP1-CendR mod	STEP inh	LMPTP inh	Tb MetRS inh	Neddyl block	SUMO1 PPI mod	SMILES
17	-3	57*	3	5	-5	-2	0.0	-0.6	i	7	O=C(NNC(=O)c1ccccc1F)c1ccc(Cl)c(S(=O)(=O)N2CCOCC2)c1

The listing continues.
entry	NadD block	Scp-1 inhibitor	DNMT1 inh	SKN-1 block	NRP1-CendR mod	STEP inh	LMPTP inh	Tb MetRS inh	Neddyl block	SUMO1 PPI mod	SMILES
26	/	/	/	4	-10	/	-0.6	-1.1	i	-3	CCOC(=O)[C@]12CCCC=C1N(Cc1ccccc1)C(=O)[C@H](CC(=O)NCc1ccc(OC)c(OC)c1)C2
27	-5	-5	2	-6	-7	0	1.4	-0.1	i	13	CCOC(=O)C1(Cc2cccc(OC)c2)CCN(Cc2cccc(OCC)c2O)CC1
28	-2	-5	1	-4	-4	-4	-2.0	-0.5	i	-4	NC(=S)NNc1c(F)c(F)c(F)c(F)c1F
29	1	6	1	-17	11	0	-0.6	-1.2	i	-2	O=C1CN(C(=S)NC(=O)c2ccccc2[N+](=O)[O-])CCN1
30	-2	4	3	6	-6	0	-1.7	-1.7	i	-40	Cc1[nH]cnc1C(=O)N/N=C/c1ccc([N+](=O)[O-])s1
31	3	-3	-1	4	-1	-2	-0.8	0.4	i	5	Cc1ccccc1S(=O)(=O)Nc1ncnc2ccccc12
32	1	-8	6	9	5	0	0.7	0.1	i	-2	ClCc1ncc(-c2ccc(Cl)cc2)o1
33	-2	-4	-5	4	2	-2	5.3	-0.3	i	33	CC(=O)c1ccc(-c2ccc(C(=O)Nc3nc(C)c(C(C)=O)s3)o2)cc1
34	-2	-2	6	5	-18	-3	-1.9	-0.2	i	0	CC(=O)c1sc(NC(=O)CCS(=O)(=O)c2ccc(Cl)cc2)nc1C
35	-13	-5	-2	-4	-13	-2	0.2	-0.7	i	2	CCN(CC)CCNC(=O)c1ccc2c(=O)n(C3CCCC3)c(=S)[nH]c2c1
36	/	/	/	-16	-1	/	3.1	3.4	i	-2	O=C1c2c(-c3ccc(Br)cc3)noc2CCN1Cc1cn(-c2ccc(Cl)cc2)nn1
37	0	/	5	6	5	0	-0.2	0.6	i	0	C[C@H]1CN([C@@H](C)CO)S(=O)(=O)c2ccc(Br)cc2O[C@H]1CN(C)C(=O)c1cnccn1
38	-3	-8	4	10	3	-2	-2.1	-0.8	i	-2	CCCCCN(C(=O)NC(=O)Nc1nncs1)S(C)(=O)=O
39	14	0	-2	2	4	-1	0.9	0.1	/	0	COc1ccc(NS(=O)(=O)c2cccc(C(=O)NN=Cc3ccc(OC)cc3OC)c2)cc1
40	-2	-9	1	0	10	-1	1.3	0.5	i	-1	CC(NC(=O)Nc1ccc(Cl)cc1)c1ccc2c(c1)OCO2 (centres undefined)
41	-1	-5	4	2	0	4	0.4	-1.0	i	-12	Cc1cccc(-c2noc(-c3ccc(Cl)cc3[N+](=O)[O-])n2)c1
42	-2	-3	0	-10	-16	0	-1.2	-0.3	i	-3	O=C(NC(=S)NN1CCOCC1)c1cc(Br)ccc1Cl
43	-4	24	13	20	-7	2	6.5	-0.1	i	-4	COc1cccc(CNC(=O)CN2c3cccc4cccc(c34)S2(=O)=O)c1
44	-6	0	0	-8	14	1	-2.1	-0.7	i	2	Cc1ccc(NC(=O)CNCc2cccs2)cc1Br
45	3	-11	-1	-2	21	2	0.0	-0.1	i	2	O=C(NCc1cccnc1)Nc1ccc(Br)cc1Cl
46	-8	-1	1	-12	1	2	-0.3	-0.7	i	5	CC(=O)Nc1ccc(NC(=O)CCOc2cc(C)ccc2C)cc1
47	-7	-4	-1	-12	9	7	-0.3	0.9	+	9	COCCOC(=O)C1=C(C)NC(C)=C(C(=O)OCCOC)C1/C=C/c1ccccc1OC
48	0	-1	3	1	6	3	-1.0	-0.4	i	2	Cc1c(S(=O)(=O)NC(C)c2ccccc2)c(=O)n(C)c(=O)n1C (centres undefined)
49	1	-2	0	10	-15	0	0.8	-1.6	i	-5	CCOC(=O)c1sc(NC(=O)CC(C)c2ccccc2)nc1C (centres undefined)
50	-61	-11	1	33	-4	-4	1.1	-0.5	i	-4	O=C(Nc1ccccc1C(=O)NCc1ccccc1)c1ccccc1
51	17	6	-13	3	-18	0	0.2	-0.4	i	-3	COc1ccc(-c2csc(NCc3ccco3)n2)cc1
52	-5	-7	3	4	-4	1	-3.9	0.0	i	5	CCN(CC)CCNC(=O)C1CCN(S(=O)(=O)N2CCCCC2)CC1
53	8	-5	1	6	-16	3	-0.2	-0.3	i	6	Cc1ccc(OC(C)C(=O)N2CCN(c3ccccn3)CC2)cc1 (centres undefined)
54	0	-7	-5	-10	1	-4	2.2	0.1	i	5	CCCCC(=O)N(CCOC)c1nnc(-c2ccc(OC)cc2)s1
55	1	-3	2	-18	2	-4	-1.4	-0.9	i	0	CCCC(C)C(=O)Nc1nnc(C)s1 (centres undefined)
56	2	-14	-2	4	3	4	3.7	-0.6	i	-1	COc1ccc(C)cc1NC(=O)C(OC(=O)CNC(=O)c1ccc(Oc2ccccc2)cc1)c1ccccc1 (centres undefined)

Profiles from above:
CCN(CC)CCNC(=O)C1CCN(S(=O)(=O)N2CCCCC2)CC1 as listed: NadD block: -5; Scp-1 inhibitor: -7; DNMT1 inh: 3; SKN-1 block: 4; NRP1-CendR mod: -4; STEP inh: 1; LMPTP inh: -3.9; Tb MetRS inh: 0.0; Neddyl block: i; SUMO1 PPI mod: 5
COc1ccc(-c2csc(NCc3ccco3)n2)cc1 as listed: NadD block: 17; Scp-1 inhibitor: 6; DNMT1 inh: -13; SKN-1 block: 3; NRP1-CendR mod: -18; STEP inh: 0; LMPTP inh: 0.2; Tb MetRS inh: -0.4; Neddyl block: i; SUMO1 PPI mod: -3
